IDH1 mut inh – blocks human IDH1 R132H reductase activity. O75874. diaphorase/resazurin fluorescence, 60 min. inhibition, % at 10 µM. 70,000 tested, 0.18% active; in the data active means inhibition above about 34%; inconclusive means no clear call, values can overlap the other calls; inactive means below about 11%;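 further: 0% = DMSO and 100% = no enzyme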
Target sequence (O75874 whole entry R132H): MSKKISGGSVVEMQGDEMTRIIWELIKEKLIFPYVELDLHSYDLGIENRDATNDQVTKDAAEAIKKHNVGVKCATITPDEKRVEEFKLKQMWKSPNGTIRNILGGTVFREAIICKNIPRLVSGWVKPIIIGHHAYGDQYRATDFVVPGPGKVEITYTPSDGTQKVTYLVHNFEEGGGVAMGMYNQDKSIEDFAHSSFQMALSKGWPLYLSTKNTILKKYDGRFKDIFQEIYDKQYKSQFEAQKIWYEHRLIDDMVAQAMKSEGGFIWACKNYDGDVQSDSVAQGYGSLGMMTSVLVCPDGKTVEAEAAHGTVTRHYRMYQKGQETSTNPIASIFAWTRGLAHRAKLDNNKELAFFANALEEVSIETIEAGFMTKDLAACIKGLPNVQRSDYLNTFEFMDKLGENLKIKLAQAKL
PRC2 inh – EZH2 (human) methyltransferase inhibition | 57,000 tested, 0.35% active | PRC2 H3K27 methylation, DELFIA TRF, 1 h | Q15910 | inhibition, % at 12.5 µM;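 active means mean inhibition of replicates at least 50% and every single replicate also reaching 50%; inconclusive means mean inhibition at least 50% but some replicate falls below 50%; inactive means mean inhibition under 50%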;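 further: dimethyl H3K27 on biotinylated H3 21-44 peptide detected by antibody; plate controls were median neutral control wells for no effect and median positive control wells for full effect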
Starred values were filed as active, the others as inactive; ? = inconclusive; . = no result given.

SMILES | IDH1 mut inh | PRC2 inh
O=C(CSc1nnc(-c2ccccc2)n1-c1ccccc1)c1ccc(F)cc1 | -0.2 | 13.7
CC(C)NC(=O)N(C)C[C@@H]1Oc2ccc(NC(=O)C3CC3)cc2C(=O)N([C@H](C)CO)C[C@@H]1C | 2.0 | 1.3
O=C(C[C@@H]1C[C@@H]2c3cc(NC(=O)Nc4ccccc4)ccc3O[C@@H]2[C@H](CO)O1)NCc1ccccc1 | -0.2 | -3.0
Cc1ccc(S(=O)(=O)N(C)C[C@@H]2Oc3ccc(NC(=O)Nc4cccc5ccccc45)cc3C(=O)N([C@H](C)CO)C[C@H]2C)cc1 | 0.4 | .
C[C@@H]1CCCCO[C@@H](CN(C)C(=O)Nc2ccc(F)cc2)[C@H](C)CN([C@@H](C)CO)C(=O)c2cc(NC(=O)CCC(F)(F)F)ccc2O1 | 1.2 | .
COCC(=O)N(C)C[C@H]1Oc2cc(C3=CCCCC3)ccc2S(=O)(=O)N([C@H](C)CO)C[C@@H]1C | . | 2.5
COCC#Cc1ccc2c(c1)O[C@@H](CN(C)Cc1ccccn1)[C@@H](C)CN([C@H](C)CO)S2(=O)=O | -1.3 | 3.4
C[C@@H]1CN([C@H](C)CO)C(=O)c2cc(NC(=O)Nc3ccc(F)cc3)ccc2O[C@@H]1CN(C)Cc1ccncc1 | -2.0 | 3.1
O=C(C[C@@H]1CC[C@@H](NC(=O)c2ccc3c(c2)OCO3)[C@H](CO)O1)NCc1ccc(Oc2ccccc2)cc1 | 0.0 | -4.4
Cc1noc(C)c1S(=O)(=O)N(C)C[C@H]1Oc2ccc(NC(=O)Cc3cn(C)c4ccccc34)cc2CC(=O)N([C@H](C)CO)C[C@@H]1C | -1.0 | .
Cc1cc([N+](=O)[O-])ccc1NC(=O)CSc1n[nH]c(-c2ccc(Cl)cc2)n1 | 0.8 | 17.5
C[C@H](CO)N1C[C@H](C)[C@@H](CN(C)C(=O)Nc2cccc3ccccc23)Oc2ccc(NC(=O)NC3CCCCC3)cc2CC1=O | -0.8 | -27.2
CC(C)COC(=O)N(C)C[C@H]1OCc2cn(nn2)CCCC(=O)N([C@H](C)CO)C[C@@H]1C | 1.3 | .
CO[C@H](CN(C)C(=O)c1cc(Cl)cc(Cl)c1)[C@H](C)CN(C(=O)Nc1ccc(F)cc1)[C@H](C)CO | 0.0 | 1.1
O=C(COc1ccccc1)Nc1ccc2oc(-c3cccc(Cl)c3Cl)nc2c1 | 0.1 | 0.7
NC(N)=Nc1nc(CSCC/C(N)=N\S(N)(=O)=O)cs1 | 1.5 | .
COc1ccc(NS(=O)(=O)c2ccccc2)cc1CN1C(=O)c2ccccc2C1=O | -0.4 | 15.4
C[C@@H]1CN([C@H](C)CO)C(=O)c2cc(N(C)C)ccc2O[C@@H](C)CCCCO[C@@H]1CN(C)C(=O)CCC(F)(F)F | -2.5 | -1.7
CC1(C)CC[C@]2(C(=O)O[C@@H]3O[C@H](CO)[C@@H](O)[C@H](O)[C@H]3O)CC[C@]3(C)C(=CCC4[C@@]5(C)C[C@@H](O)[C@H](O)[C@@](C)(CO)C5[C@H](O)C[C@]43C)C2C1 (stereo not given in full) | -0.4 | ?
CO[C@H]1CN(C)C(=O)c2ccc(NC(=O)C3CCC3)cc2OC[C@H](C)N(Cc2ccccn2)C[C@@H]1C | 0.0 | -4.0

Rewritten with two lines to a compound: entries from further up.
Values in the order: IDH1 mut inh | PRC2 inh
Cc1noc(C)c1S(=O)(=O)N(C)C[C@H]1Oc2ccc(NC(=O)Cc3cn(C)c4ccccc34)cc2CC(=O)N([C@H](C)CO)C[C@@H]1C
    -1.0 | .
CO[C@H]1CN(C)C(=O)c2ccc(NC(=O)C3CCC3)cc2OC[C@H](C)N(Cc2ccccn2)C[C@@H]1C
    0.0 | -4.0
C[C@H](CO)N1C[C@H](C)[C@@H](CN(C)C(=O)Nc2cccc3ccccc23)Oc2ccc(NC(=O)NC3CCCCC3)cc2CC1=O
    -0.8 | -27.2
O=C(C[C@@H]1CC[C@@H](NC(=O)c2ccc3c(c2)OCO3)[C@H](CO)O1)NCc1ccc(Oc2ccccc2)cc1
    0.0 | -4.4
COCC#Cc1ccc2c(c1)O[C@@H](CN(C)Cc1ccccn1)[C@@H](C)CN([C@H](C)CO)S2(=O)=O
    -1.3 | 3.4

Continuation.
SMILES | IDH1 mut inh | PRC2 inh
CCS(=O)(=O)NCC[C@@H]1CC[C@@H](NS(=O)(=O)c2ccccc2C)[C@@H](CO)O1 | -0.1 | -2.1
COc1ccc(NC(=O)CC2Nc3cccc4cccc(c34)NC2=O)cc1 (stereo not given) | -0.9 | -13.0
CCCC(=O)Nc1ccc2c(c1)OC[C@@H](C)N(C(=O)c1cnccn1)C[C@H](C)[C@@H](OC)CN(C)C2=O | -0.2 | 1.2
C[C@@H]1CN([C@H](C)CO)C(=O)c2cc(N(C)C)ccc2O[C@H]1CN(C)S(=O)(=O)c1cccs1 | -1.3 | -4.7
C[C@@H]1CN([C@H](C)CO)C(=O)c2cccc(NC(=O)C3CC3)c2O[C@@H]1CN(C)C(=O)Nc1ccccc1 | 1.1 | 4.4
Oc1c(C(Nc2cccnc2)c2ccccc2F)ccc2cccnc12 (stereo not given) | -0.3 | -28.8
CCC(=O)N1C[C@@H](C)[C@H](OC)CN(C)C(=O)c2ccc(NC(=O)Nc3cccc(F)c3)cc2OC[C@H]1C | 0.2 | -2.9
O=S(=O)(Cc1ccccc1)NCC[C@H]1CC[C@H](NS(=O)(=O)c2ccccc2)[C@@H](CO)O1 | 0.4 | -5.8
C[C@H](CO)N1C[C@H](C)[C@@H](CN(C)S(=O)(=O)c2ccccc2)OCc2cn(nn2)CCCC1=O | 1.6 | 0.0
O=C(C[C@@H]1C[C@H]2c3cc(NC(=O)Nc4ccc(C(F)(F)F)cc4)ccc3O[C@H]2[C@@H](CO)O1)NCC1CC1 | 0.1 | -12.4
O=C(NCC[C@H]1CC[C@@H](NC(=O)C2CCOCC2)[C@H](CO)O1)c1cc(Cl)cc(Cl)c1 | 0.1 | 0.7
COc1ccc(CN(C)C[C@@H]2Oc3ccc(NC(=O)C4CC4)cc3CC(=O)N([C@H](C)CO)C[C@@H]2C)cc1 | 2.1 | 5.0
C[C@H]1CN([C@@H](C)CO)C(=O)Cc2cc(NS(=O)(=O)c3cn(C)cn3)ccc2O[C@H]1CN(C)Cc1ccc(Oc2ccccc2)cc1 | -4.4 | .
CC(C)NC(=O)N(C)C[C@H]1OCCCC[C@H](C)Oc2ccc(NC(=O)Nc3ccc(C(F)(F)F)cc3)cc2C(=O)N([C@H](C)CO)C[C@H]1C | 0.0 | .
Cc1[nH]c2ccccc2c1C(=O)CSc1nnc2ccccn12 | 0.9 | -10.7
C[C@@H]1CN([C@@H](C)CO)C(=O)c2cc(-c3ccc(C#N)cc3)cnc2O[C@H]1CN(C)C(=O)Nc1ccccc1 | -0.1 | -4.9
COc1ccccc1NC(=O)N[C@H]1C=C[C@@H](CC(=O)N[C@H](C)c2ccccc2)O[C@H]1CO | 0.2 | 5.4
CO[C@H]1CN(C)C(=O)c2ccc(NC(=O)c3nc4ccccc4s3)cc2OC[C@H](C)NC[C@H]1C | -0.6 | 3.1
Clc1ccc(OCCSCc2nc3ccccc3[nH]2)cc1 | -0.4 | 5.7
Cc1ccc(S(=O)(=O)NCC[C@H]2CC[C@H](NC(=O)CCN3CCCCC3)[C@H](CO)O2)cc1 | -0.2 | 0.9
C[C@H](CO)N1C[C@H](C)[C@H](CN(C)S(=O)(=O)c2ccc(F)cc2)Oc2cc(C3=CCCCC3)ccc2S1(=O)=O | . | 37.4
CCC(=O)N[C@@H]1CC[C@@H](CCNS(=O)(=O)c2ccc(Cl)cc2)O[C@H]1CO | 0.1 | 12.7
C[C@H](CO)N1C[C@H](C)[C@@H](CN(C)C(=O)CN(C)C)Oc2cc(C#C[C@@H](C)O)ccc2S1(=O)=O | 0.0 | 17.2
C[C@H]1CCCCO[C@H](CN(C)C)[C@@H](C)CN([C@@H](C)CO)C(=O)c2cc(NC(=O)Nc3ccccc3)ccc2O1 | -3.4 | -4.9
C[C@@H]1CCCCO[C@@H](CN(C)Cc2ccncc2)[C@@H](C)CN([C@@H](C)CO)C(=O)c2cc(NC(=O)CCCN(C)C)ccc2O1 | 0.3 | -1.4
Cc1nnc(SCC(=O)Nc2cc(C(F)(F)F)ccc2Cl)s1 | -0.3 | -13.8
COCC#Cc1ccc2c(c1)O[C@@H](CN(C)C(=O)c1ccccc1)[C@H](C)CN([C@@H](C)CO)S2(=O)=O | 1.4 | 7.6
N#CCCCN1C(=O)C(O)(CC(=O)c2ccc3c(c2)OCCO3)c2ccccc21 (stereo not given) | -0.1 | -3.7
C[C@H](CO)N1C[C@H](C)[C@H](CN(C)CC2CCCCC2)Oc2ncc(-c3ccc(F)cc3)cc2C1=O | -1.0 | .
CO[C@@H]1CN(C)C(=O)c2cc(NC(=O)c3ccno3)ccc2OC[C@@H](C)N(S(C)(=O)=O)C[C@@H]1C | 0.1 | 4.2

The list goes on (three carried over from the part before).
SMILES | IDH1 mut inh | PRC2 inh
N#CCCCN1C(=O)C(O)(CC(=O)c2ccc3c(c2)OCCO3)c2ccccc21 (stereo not given) | -0.1 | -3.7
C[C@H](CO)N1C[C@H](C)[C@H](CN(C)CC2CCCCC2)Oc2ncc(-c3ccc(F)cc3)cc2C1=O | -1.0 | .
CO[C@@H]1CN(C)C(=O)c2cc(NC(=O)c3ccno3)ccc2OC[C@@H](C)N(S(C)(=O)=O)C[C@@H]1C | 0.1 | 4.2
C[C@@H]1CN([C@@H](C)CO)C(=O)c2cc(NS(=O)(=O)c3ccc(F)cc3)ccc2O[C@@H](C)CCCCO[C@@H]1CN(C)Cc1ccccc1 | -1.1 | .
Cc1cc(Oc2ccccc2)nc(SCC(N)=O)n1 | -0.4 | -0.2
C[C@@H]1CN([C@H](C)CO)C(=O)c2cc(NC(=O)Nc3cccc4ccccc34)ccc2O[C@H]1CN(C)S(=O)(=O)c1ccccc1 | . | -0.1
O=C(/C=C/c1ccco1)C1(O)CCCCC1 | 2.9 | 9.0
COc1ccc(S(=O)(=O)Nc2ccc3c(c2)C(=O)N([C@@H](C)CO)C[C@@H](C)[C@H](CN(C)S(=O)(=O)c2cccs2)O3)cc1 | 0.5 | .
CCCC(=O)Nc1ccc2c(c1)C(=O)N(C)C[C@H](OC)[C@H](C)CN(C(=O)c1cnccn1)[C@H](C)CO2 | 0.0 | 0.8
CO[C@H]1CN(C)C(=O)c2ccc(NC(C)=O)cc2OC[C@H](C)N(CCC(F)(F)F)C[C@H]1C | -0.4 | -13.9
CO[C@@H]1CC[C@@H]2CCOc3c(C#N)cccc3C(=O)N(C)C[C@H](c3ccccc3)CC(=O)N(C)C[C@@H]1O2 | -0.4 | 15.4
O=C(NCC[C@@H]1CC[C@@H](NC(=O)c2ccccc2F)[C@H](CO)O1)c1cnccn1 | 0.2 | 1.8
CNC[C@H]1Oc2ccc(NC(=O)C3CCCCC3)cc2C(=O)N([C@@H](C)CO)C[C@H]1C | 4.2 | 0.2
O=C1CCC(=O)N(O)CCCCCNC(=O)CCC(=O)N(O)CCCCNC(=O)CCC(=O)N(O)CCCCN1 | 0.2 | .
CN(C)C(=O)C[C@H]1C[C@@H]2c3cc(NC(=O)Nc4ccc(C(F)(F)F)cc4)ccc3O[C@@H]2[C@H](CO)O1 | -0.2 | -23.0
Cc1ccc(S(=O)(=O)Nc2cccc3c2O[C@H](CN(C)Cc2ccc(-c4ccccc4)cc2)[C@H](C)CN([C@H](C)CO)C3=O)cc1 | 0.1 | .
O=C(NCC[C@@H]1CC[C@H](NS(=O)(=O)c2ccc(Cl)cc2)[C@@H](CO)O1)c1ccc2c(c1)OCO2 | -0.2 | -5.9
CS(=O)(=O)N(CC(=O)NC1CC1)c1ccccc1 | 0.5 | -19.3
C[C@@H]1CN([C@H](C)CO)S(=O)(=O)c2ccc(C3=CCCCC3)cc2O[C@@H]1CN(C)C(=O)C1CCC1 | -0.2 | -4.4
CCOC(=O)c1c(NC(=S)NC(=O)c2ccc3c(c2)OCCO3)sc(C(=O)OC)c1C | -0.4 | -8.2
O=C(O)C[C@H]1C[C@H]2c3cc(NC(=O)C4CCC4)ccc3O[C@H]2[C@H](CO)O1 | 0.3 | 3.6
C[C@H]1CN([C@@H](C)CO)C(=O)c2cc(Br)cnc2O[C@@H]1CN(C)Cc1ccccc1 | -0.3 | 18.7
CN(C)Cc1cn(CC[C@H]2CC[C@@H](NS(=O)(=O)c3ccc(-c4ccccc4)cc3)[C@@H](CO)O2)nn1 | -0.1 | -24.1
O=C(N[C@H]1CC[C@H](CC(=O)N2CCOCC2)O[C@@H]1CO)c1ccc2c(c1)OCO2 | 0.6 | 0.5
Cc1ccc(S(=O)(=O)N(C)C[C@H]2Oc3ccc(NC(=O)Cn4cnnn4)cc3C(=O)N([C@@H](C)CO)C[C@@H]2C)cc1 | -2.3 | .
C[C@@H]1CN([C@H](C)CO)S(=O)(=O)c2ccc(Br)cc2O[C@@H]1CN(C)C(=O)C1CCCCC1 | . | 10.3
C[C@@H]1CN([C@H](C)CO)C(=O)CCCn2cc(nn2)CO[C@H]1CN(C)C(=O)Nc1ccc(N2CCN(C)CC2)cc1 | 3.9 | 3.5
CCN(CC(=O)Nc1cc([N+](=O)[O-])ccc1C)S(=O)(=O)c1ccc(C)cc1 | -1.2 | -2.0
C[C@H]1CN([C@@H](C)CO)C(=O)c2cc(NS(=O)(=O)c3cccs3)ccc2O[C@@H]1CN(C)S(=O)(=O)c1ccc(F)cc1 | -0.1 | .
O=C(C[C@H]1C[C@@H]2c3cc(NC(=O)Nc4ccccc4)ccc3O[C@@H]2[C@H](CO)O1)NC1CCCC1 | 0.2 | 16.8
CC(C)(C)c1ccc(OCC(O)Cn2cnc3ccccc32)cc1 (stereo not given) | 2.1 | -4.9
CO[C@@H]1CN(C)C(=O)c2cc(NC(=O)c3cnccn3)ccc2OC[C@@H](C)N(C(C)=O)C[C@H]1C | 0.0 | 1.9
C[C@@H]1CN([C@@H](C)CO)C(=O)Cc2cc(NC(=O)Cn3cnnn3)ccc2O[C@H]1CN(C)Cc1ccc2c(c1)OCO2 | 1.8 | .

Bioassay records (PubChem)

The list is partial. The share of hits here may be higher or lower than overall.
